# GPR55 LPI antagonism – GPR55 antagonists blocking LPI-driven arrestin recruitment, primary screen, imaging, U2OS, beta-arrestin-GFP, LPI agonist (AID 2013); U2OS GPR55 beta-arrestin-GFP translocation imaging, LPI antagonism; higher % means a stronger effect; inhibition, % at 10 µM, or IC50 in µM where a hit was titrated; 290,000 tested, 0.13% active;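 active means spots per cell inhibited over 60%, with over 100 cells counted and total cytoplasm intensity under 500,000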;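 further: U2OS cells stably carrying GPR55 and arrestin-GFP stimulated by 5 µM LPI near EC80; imaged beta-arrestin-GFP aggregate spots per cell after agonist stimulation; plate controls were LPI-stimulated DMSO wells for no effect and DMSO wells without LPI for full effect; some results filed as inactive read as strong as hits; confirmed hits need IC50 under 10 µM and bright autofluorescent wells are also inconclusive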
# NOD1 NF-kB reporter – inhibition of NOD1-driven NF-kB reporter – cell-based, luminescence, uHTS, primary screen (AID 1578); NOD1-driven NF-kB luciferase reporter cells, luminescence; higher % means a stronger effect; one-dose inhibition, % at 4 µM; EC50 in µM for titrated hits; 290,000 tested, 1% active; in the data active means inhibition mostly above about 36%, no sharp cut-off; inactive means mostly below about 34%;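 further: HEK-293T reporter cells stimulated with the NOD1 agonist gamma-tri-DAP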
# NTR1 agonist – NTR1-driven beta-arrestin-GFP spot formation – imaging, U2OS cells, high content, primary screen (AID 493036); P30989; 330,000 tested, 0.17% active; agonist mode; activation, % at 20 µM;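 active means activation at or above 40% of the spot to cytoplasm intensity ratio, with at least 20 cells analyzed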;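 further: 0% = DMSO without peptide and 100% = 100 nM NTR1 peptide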
# Target sequence (P30989 whole entry, looked up): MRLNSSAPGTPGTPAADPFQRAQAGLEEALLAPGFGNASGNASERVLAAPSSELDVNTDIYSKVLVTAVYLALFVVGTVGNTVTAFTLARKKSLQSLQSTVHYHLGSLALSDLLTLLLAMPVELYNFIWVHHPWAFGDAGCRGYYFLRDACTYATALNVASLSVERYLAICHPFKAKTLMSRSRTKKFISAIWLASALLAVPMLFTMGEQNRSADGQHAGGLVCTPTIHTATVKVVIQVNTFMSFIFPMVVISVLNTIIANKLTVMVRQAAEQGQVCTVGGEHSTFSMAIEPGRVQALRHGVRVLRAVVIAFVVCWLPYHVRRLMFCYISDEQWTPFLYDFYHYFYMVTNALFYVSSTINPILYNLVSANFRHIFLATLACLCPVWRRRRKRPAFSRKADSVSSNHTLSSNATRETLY
# GPR55 activation – selective activators of receptor GPR55 – imaging, U2OS cells, beta-arrestin-GFP redistribution, primary screen (AID 1961); activation, % at 10 µM; hits with a dose series show EC50 in µM; U2OS GPR55 beta-arrestin-GFP redistribution imaging; higher % means a stronger effect; 290,000 tested, 0.048% active;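 active means activation above 40% with more than 50 cells counted in the well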;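 further: U2OS osteosarcoma cells stably expressing GPR55 and beta-arrestin-GFP; plate controls were DMSO negative control for no effect and LPI positive control for full effect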
# KOR beta-arrestin-1 – KOR antagonists, beta-arrestin recruitment, cell-based, luminescence, uHTS (AID 1778) | inhibition, % at 10 µM; hits with a dose series show IC50 in µM | 290,000 tested, 0.091% active | KOR beta-arrestin recruitment, luminescence, antagonist mode; higher % means a stronger effect; in the data active means inhibition above about 50%; further: strong numbers were not always called active
# GPR35 arrestin U2OS – GPR35 antagonists blocking zaprinast-driven arrestin recruitment, primary screen, imaging, U2OS, beta-arrestin-GFP, zaprinast agonist (AID 2058). 290,000 tested, 0.052% active. inhibition, % at 10 µM; hits with a dose series show IC50 in µM. U2OS GPR35 beta-arrestin-GFP translocation imaging, zaprinast antagonism; higher % means a stronger effect;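 active means inhibition of at least 50% with at least 30 cells and total cytoplasm GFP at most 10,000,000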
# MgcRacGAP inhibition – MgcRacGAP GTPase-activating activity inhibitors, confirmation, biochemical, ADP Hunter fluorescence. AID 624330. 340,000 tested, 0.6% active. MgcRacGAP-stimulated Rac1 GTP hydrolysis, ADP Hunter fluorescence; higher % means a stronger effect; GST-tagged Rac1 F28L mutant substrate. inhibition, % at 30 µM; hits with a dose series show IC50 in µM;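 active means first-screen hits whose inhibition reached a set limit at any dose in the follow-up dose series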;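 further: fluorescence reports GDP produced by GAP-driven GTP hydrolysis; strong numbers were not always called active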
# K1F lysis inhibition – inhibition of K1F phage lysis, E. coli UTI89, bacterial capsule biogenesis inhibitors, alamar blue (AID 488966) | inhibition, % at 100 µM, or IC50 in µM where a hit was titrated | E. coli UTI89 K1F phage lysis, alamar blue, 2 h; higher % means a stronger effect | 340,000 tested, 0.02% active;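 active means phage lysis inhibition, versus mean bacterial control, above a set limit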;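 further: capsule biogenesis inhibitors block K1F phage lysis so surviving cells raise fluorescence; higher fluorescence means more inhibition of phage lysis; actives were called in the ten point dose series up to 300 µM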
# KOR beta-arrestin-2 – KOR agonists, beta-arrestin recruitment, primary screen, cell-based, luminescence, uHTS (AID 1777). 280,000 tested, 0.02% active. one-dose activation, % at 10 µM; EC50 in µM for titrated hits. KOR beta-arrestin recruitment, luminescence; higher % means a stronger effect; in the data active means activation above about 50%, passing the limit was not always enough; further: a part of the inactive calls stands beside numbers as strong as those of hits
# NTR1 agonist cell count 20 µM – recorded beside NTR1 agonist, whose call it bears; cell count; measured here: cell count, cytotoxicity flag
# Starred values were filed as active, the others as inactive; / = not tested or not shown; [ ] = dose if it differs, or a comment. These rows are one share of the data; rates above refer to the full screens.
SMILES,GPR55 LPI antagonism,NOD1 NF-kB reporter,NTR1 agonist,NTR1 agonist cell count 20 µM,GPR55 activation,KOR beta-arrestin-1,GPR35 arrestin U2OS,MgcRacGAP inhibition,K1F lysis inhibition,KOR beta-arrestin-2
CCOc1ccccc1NC(=O)n1ncc2c(C)cccc21,4%,-3%,4.7,92,-0.3%,1%,-6%,6%,0.0%,3.4%
O=C(O)CC/C(=N/NC(=O)CNC(=O)c1ccc2c(c1)OCCO2)c1ccccc1,-6%,-31%,1.7,48,0.3%,-17%,2%,4%,0.2%,1.2%
COC(=O)C1=C(COc2ccc(C=O)cc2OC)NC(=O)NC1c1cc(C)ccc1C (stereo not given),3%,-14%,3.5,49,0.1%,26%,-6%,6%,1.3%[50 µM],1.5%
CCN1CCN(c2cc(C)c3cc(NC(=O)c4cnccn4)ccc3n2)CC1,-2%,-35%,-0.5,79,-0.2%,-1%,13%,1%,-1.3%,1.1%
O=C(c1cc(S(=O)(=O)N2CCC3(CC2)OCCO3)ccc1F)N1CCCCC1,8%,-19%,-0.2,39,-0.6%,0%,-7%,-5%,-0.5%,-1.4%
O=C(CCn1c(=O)[nH]c2ccsc2c1=O)N1CCN(c2cccc(Cl)c2)CC1,5%,-24%,1.4,84,-0.1%,3%,-1%,11%,0.7%,3.2%
O=C(Nc1nnc(C(F)(F)F)s1)c1ccc(N2C(=O)C3C4C=CC(C4)C3C2=O)cc1 (stereo not given),-10%,6%,0.2,41,-0.1%,9%,-6%,6%,0.8%,-3.8%
CCN1CCN(C(=O)c2nn(-c3ccc(OC)cc3)c(=O)c3c2c2ccccc2n3C)CC1,2%,-29%,5.6,79,-0.2%,6%,3%,4%,0.2%,3.3%
CCCOc1ccc(C(=O)Nc2c[nH]c(=O)[nH]c2=O)cc1,-5%,-10%,-0.5,75,-0.2%,13%,5%,4%,1.0%[50 µM],-2.1%
COc1cc(NC(=O)[C@H](C)NC(=O)N2CCn3c2nc2ccccc23)cc(OC)c1,13%,6%,0.7,65,-0.1%,/,-22%,7%,0.3%,/
O=C(c1ccc(Cl)c(S(=O)(=O)N2CCCCCC2)c1)N1CCCC1,2%,0%,-0.2,56,-0.1%,23%,1%,7%,0.4%,2.6%
Cc1cc(=O)oc2ccc(OC(=O)CN3C(=O)c4cccc([N+](=O)[O-])c4C3=O)cc12,3%,-12%,0.2,72,0.8%,-4%,-16%,1%,0.8%[50 µM],-0.7%
C#CCSc1nnc(-c2sc(-c3ccccc3)nc2C)n1C,17%,-10%,-2.3,62,-0.1%,7%,18%,-2%,-0.2%,-1.9%
Cc1cc2cc3c(cc2nc1SCC(=O)N1c2ccccc2CC1C)OCO3 (stereo not given),10%,-9%,3.3,45,-0.3%,-9%,-1%,6%,1.3%,-6.0%
COc1ccc2c(c1)c(/C=N/Nc1ccc(C(=O)O)cc1)c(C)n2C,-1%,-5%,-2.3,64,0.3%,5%,-7%,22%,2.0%,-1.1%
CCOC(=O)c1sc2nc(COC(=O)c3c(F)cccc3F)[nH]c(=O)c2c1C,2%,-34%,2.9,32,-0.4%,17%,-12%,7%,-0.4%,-4.6%
O=C(NCc1cc(F)cc(C(F)(F)F)c1)C1CCC(=O)N(C2CCCC2)C1 (stereo not given),9%,-12%,1.2,51,0.2%,-22%,18%,7%,0.4%,-1.6%
Cc1cc(C)cc(NC(=O)CSc2nnnn2-c2cccnc2)c1,3%,-18%,0.5,55,0.4%,-32%,0%,2%,-0.7%,-4.3%
C=CCn1c(SCC(=O)N2CCc3ccccc3C2)nc2ccccc2c1=O,6%,29%,7.9,58,0.0%,-1%,4%,7%,-0.4%,-0.4%
COc1ccc(Nc2ncnc3c2cnn3-c2ccccc2)cc1OC,8%,-25%,0.0,51,-0.1%,-7%,8%,6%,0.3%,-1.9%
CCN(CC)C(=O)c1cc(-c2ccc3c(c2)OCO3)on1,2%,-4%,0.1,99,0.6%,-43%,2%,9%,0.4%,-0.5%
O=c1c2ccccc2n(Cc2ccccc2F)c(=O)n1Cc1ccccc1F,0%,-4%,3.9,83,0.7%,-12%,4%,6%,-0.2%,0.7%
CC(C)CNC(=O)CC(=O)N/N=C/c1ccc(F)cc1,0%,-17%,0.5,59,-0.2%,23%,6%,-1%,1.2%[50 µM],-1.9%
COc1ccc(OCc2nnc(SCC(=O)N3CCCc4ccccc43)n2-c2ccc(C)cc2)cc1,5%,-14%,1.3,95,0.3%,-37%,-2%,0%,-0.1%,1.3%
COc1ccccc1NC(=O)CCCN1C(=O)C(c2ccccc2)Oc2cccnc21 (stereo not given),-7%,-3%,-1.5,66,0.2%,-5%,-10%,14%,0.1%,1.3%

# Sorted by molecular weight (ascending): 7 of the compounds above
SMILES,GPR55 LPI antagonism,NOD1 NF-kB reporter,NTR1 agonist,NTR1 agonist cell count 20 µM,GPR55 activation,KOR beta-arrestin-1,GPR35 arrestin U2OS,MgcRacGAP inhibition,K1F lysis inhibition,KOR beta-arrestin-2
CC(C)CNC(=O)CC(=O)N/N=C/c1ccc(F)cc1,0%,-17%,0.5,59,-0.2%,23%,6%,-1%,1.2%[50 µM],-1.9%
O=C(c1ccc(Cl)c(S(=O)(=O)N2CCCCCC2)c1)N1CCCC1,2%,0%,-0.2,56,-0.1%,23%,1%,7%,0.4%,2.6%
CCN1CCN(c2cc(C)c3cc(NC(=O)c4cnccn4)ccc3n2)CC1,-2%,-35%,-0.5,79,-0.2%,-1%,13%,1%,-1.3%,1.1%
O=c1c2ccccc2n(Cc2ccccc2F)c(=O)n1Cc1ccccc1F,0%,-4%,3.9,83,0.7%,-12%,4%,6%,-0.2%,0.7%
Cc1cc2cc3c(cc2nc1SCC(=O)N1c2ccccc2CC1C)OCO3 (stereo not given),10%,-9%,3.3,45,-0.3%,-9%,-1%,6%,1.3%,-6.0%
COc1cc(NC(=O)[C@H](C)NC(=O)N2CCn3c2nc2ccccc23)cc(OC)c1,13%,6%,0.7,65,-0.1%,/,-22%,7%,0.3%,/
O=C(Nc1nnc(C(F)(F)F)s1)c1ccc(N2C(=O)C3C4C=CC(C4)C3C2=O)cc1 (stereo not given),-10%,6%,0.2,41,-0.1%,9%,-6%,6%,0.8%,-3.8%

# (listing goes on)
SMILES,GPR55 LPI antagonism,NOD1 NF-kB reporter,NTR1 agonist,NTR1 agonist cell count 20 µM,GPR55 activation,KOR beta-arrestin-1,GPR35 arrestin U2OS,MgcRacGAP inhibition,K1F lysis inhibition,KOR beta-arrestin-2
COc1ccc(C(CNc2ncnc3sc(C)c(C)c23)N(C)C)cc1 (stereo not given),-6%,-18%,0.7,46,-0.1%,17%,-15%,10%,-0.2%,-1.5%
Cc1cccc(C)c1NC(=O)CN1N=NC2C(=O)N(c3cccc(Cl)c3)C(=O)C21 (stereo not given),4%,-13%,1.5,71,0.3%,5%,-14%,5%,-0.3%,2.4%
CCOc1ccc(NS(=O)(=O)c2ccc(NC(C)=O)c(OC)c2)cc1,0%,2%,0.6,76,0.2%,10%,9%,3%,0.1%,-7.3%
COC(=O)CSc1nc2nc(C)cc(C)n2n1,13%,-10%,-1.1,61,-0.3%,22%,-5%,6%,-4.0%,-3.5%
CCOC(=O)CNS(=O)(=O)c1c(C)noc1C,8%,-25%,0.8,63,0.2%,16%,2%,10%,0.4%,-1.0%
Cc1ccc(C)c2nc(SCC(=O)N3CCCc4ccccc43)c(C#N)cc12,6%,-32%,5.1,102,0.2%,-20%,-7%,2%,0.3%,-1.9%
COC(=O)c1ccccc1NC(=O)c1noc2c1CC(C(C)(C)C)CC2 (stereo not given),26%,/,7.9,56,-0.1%,23%,-9%,1%,2.4%,0.4%
O=[N+]([O-])c1cccc(C(O)C23CN4CN(CN(C4)C2)C3)c1 (stereo not given),4%,7%,0.4,57,0.3%,4%,11%,-1%,-2.2%,-0.3%
COc1ccc2c(Cl)c(C(=O)NCC3CCCO3)sc2c1Cl (stereo not given),5%,-24%,-0.9,97,1.0%,10%,-2%,/,/,3.0%
CC(=O)N(/C=C1\SC(=S)N(c2ccccc2)C1=O)c1ccccc1,-2%,1%,0.5,63,0.0%,22%,2%,14%,0.5%,1.9%
CCNc1nc(NC(C)C)nc(Oc2ccc(OCc3ccccc3)nn2)n1,-1%,-37%,3.0,86,0.4%,-34%,9%,2%,-0.1%,-0.3%
CC1Cc2nc(SCC(=O)NCc3ccco3)n(Cc3ccccc3)c(=O)c2S1 (stereo not given),-2%,-17%,0.7,84,-0.1%,-20%,10%,2%,-0.7%,0.5%
Cc1ccc(C(=O)Nc2oc(-c3ccccc3)cc2C#N)cc1,16%,-18%,3.2,48,-0.2%,-22%,2%,2%,0.1%,14%
CCOc1ccccc1NC(=O)NC1CCCCCCC1,10%,-40%,-0.7,52,-0.1%,1%,4%,6%,0.0%,-4.3%
CCOc1ccc(/C=N/Nc2nc(C)cs2)c(O)c1,-3%,-90%,6.1,49,0.6%,-58%[20 µM],-3%,19%,1.3%,2.9%
O=C(CNS(=O)(=O)c1cccc2nsnc12)NCCc1ccccc1,14%,45%,0.5,54,-0.1%,-5%,-19%,12%,0.1%,8.7%
BrC(/C=C\c1ccccc1)=N/Nc1nc(N2CCOCC2)nc(N2CCOCC2)n1,6%,-8%,-1.2,76,-0.1%,-16%[20 µM],22%,15%,-0.1%,-6.7%
CC(C)c1nnc(NC(=O)c2c(O)c3cccc4c3n(c2=O)CCC4)s1,0%,59%,-0.6,41,0.3%,4%,1%,15%,-0.2%,-3.3%
O=[N+]([O-])c1ccc(N2CCN(C(=S)c3cccc([N+](=O)[O-])c3)CC2)cc1,0%,5%,1.1,68,-0.2%,6%,17%,17%,0.1%,1.2%
CCc1ccc(OCC(=O)Nc2ccc(N3CCN(S(C)(=O)=O)CC3)cc2)cc1,4%,-22%,1.3,60,0.6%,10%,24%,6%,0.2%,-2.8%
O=C(NN=C1CCCC1)c1ccccc1[N+](=O)[O-],-14%,53%,-1.4,57,-0.1%,-12%,-7%,9%,0.2%,0.4%
CN=C(Nc1cccnc1)c1ccccc1,-5%,0%,-0.7,86,1.0%,-48%,10%,/,-0.1%,3.6%
CC(C)NC(=O)NC(=O)CSc1nnc(-c2c[nH]c3ccccc23)o1,-15%,-19%,1.3,55,0.8%,0%,-1%,6%,0.2%,-7.1%
CCCCOc1ccc(S(=O)(=O)Nc2cccnc2)cc1,2%,-42%,1.1,46,-0.1%,-36%,25%,6%,0.4%,1.9%
